Apaf-1 inh = human Apaf-1 inhibition; inhibition, % at 20 µM; AID 489030; 0.71% of 330,000 active; O14727; reconstituted apoptosome caspase-3 activity, DEVD-Rh110 fluorescence; active = inhibition of at least 40% at 20 µM;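 also: plate controls were DMSO wells for no effect and DEVD-CHO caspase inhibitor wells for full effect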
Target sequence (O14727 whole entry, looked up): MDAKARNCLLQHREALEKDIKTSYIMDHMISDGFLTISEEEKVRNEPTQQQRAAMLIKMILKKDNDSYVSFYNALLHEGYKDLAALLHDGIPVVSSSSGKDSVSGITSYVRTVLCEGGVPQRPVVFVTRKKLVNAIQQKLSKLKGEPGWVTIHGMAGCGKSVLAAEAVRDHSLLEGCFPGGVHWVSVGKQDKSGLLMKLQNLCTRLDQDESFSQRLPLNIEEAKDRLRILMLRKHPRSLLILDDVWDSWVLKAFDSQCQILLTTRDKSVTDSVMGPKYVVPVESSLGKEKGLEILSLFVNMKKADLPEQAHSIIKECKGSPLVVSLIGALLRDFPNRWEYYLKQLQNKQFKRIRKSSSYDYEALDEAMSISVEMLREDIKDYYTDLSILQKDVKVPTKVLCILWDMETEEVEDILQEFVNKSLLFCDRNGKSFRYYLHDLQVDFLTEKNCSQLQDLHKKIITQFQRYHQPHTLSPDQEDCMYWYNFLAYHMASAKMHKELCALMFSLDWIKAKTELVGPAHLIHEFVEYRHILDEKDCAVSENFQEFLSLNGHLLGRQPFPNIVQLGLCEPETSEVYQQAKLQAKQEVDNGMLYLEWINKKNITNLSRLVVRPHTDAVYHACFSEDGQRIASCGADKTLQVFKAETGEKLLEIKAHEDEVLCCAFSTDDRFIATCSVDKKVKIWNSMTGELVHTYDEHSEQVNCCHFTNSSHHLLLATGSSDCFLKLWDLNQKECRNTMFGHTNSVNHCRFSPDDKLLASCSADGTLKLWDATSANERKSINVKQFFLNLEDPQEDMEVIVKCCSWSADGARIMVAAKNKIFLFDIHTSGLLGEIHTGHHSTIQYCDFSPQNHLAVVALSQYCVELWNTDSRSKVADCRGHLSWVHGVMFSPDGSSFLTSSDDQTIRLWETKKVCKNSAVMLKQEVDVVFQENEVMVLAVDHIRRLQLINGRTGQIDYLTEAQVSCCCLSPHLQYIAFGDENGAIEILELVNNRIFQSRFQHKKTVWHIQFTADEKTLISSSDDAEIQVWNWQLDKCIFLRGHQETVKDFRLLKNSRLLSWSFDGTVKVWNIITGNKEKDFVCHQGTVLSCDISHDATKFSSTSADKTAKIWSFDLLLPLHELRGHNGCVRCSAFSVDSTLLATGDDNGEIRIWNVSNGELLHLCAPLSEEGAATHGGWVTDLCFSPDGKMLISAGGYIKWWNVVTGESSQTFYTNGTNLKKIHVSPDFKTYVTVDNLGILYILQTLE
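Material: reconstituted apoptosome with Apaf-1, cytochrome c, caspase-9, procaspase-3, dATP. Technique: Rh110 fluorescence intensity. Buffer or medium: pH 7.5 Hepes buffer with CHAPS, BSA, DTT. Times: 30 min plus 50 min, RT.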
SENP8 block-1 = SENP8 (human) protease inhibition. Q96LD8. recombinant SENP8, Nedd8 substrate fluorescence. inhibition, % at 20 µM. 0.64% of 360,000 active. AID 602440; in the data active = inhibition mostly above about 40%, no sharp cut-off; inactive = mostly below about 27%
SENP6 block = inhibitors of human SENP6 protease; Q9GZR1; 1.8% of 330,000 active; Recombinant SENP6 catalytic domain, aminoluciferin luminescence; AID 2599; inhibition, % at 10 µM;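 active = inhibition above about 50% at the single tested dose, limit read from the data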;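 also: plate controls were DMSO wells with enzyme for no effect and DMSO wells lacking enzyme for full effect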
SENP1 FRET inh = inhibitors of human SENP1 SUMO protease catalytic domain. recombinant SENP1 catalytic domain, CyPet-SUMO1-YPet FRET cleavage. inhibition, % at 10 µM. 0.21% of 360,000 active. AID 624204;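 active = inhibition at least 30% at 10 µM, raw YFP signal under a set limit, fluorescence ratio 0.5 to 1.5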;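 also: 0% = enzyme with DMSO and 100% = no enzyme wells; some results filed as inactive read as strong as hits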
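Compound: 10 µM single point, 0.5% DMSO; Test system: hSENP1 catalytic domain, recombinant; Timing: 50 min reaction at room temperature; Technique: FRET, CFP and YFP emission; Control set: no-enzyme wells low, DMSO-plus-enzyme wells high control.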
SENP7 inh = blocks the human protease SENP7 | Q9BQF6 | recombinant SENP7, Z-RLRGG-aminoluciferin luminescence, 40 min | inhibition, % at 5 µM | 1.5% of 330,000 active | AID 434973;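 active = inhibition above about 50% at the single test dose, limit read from the data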;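 also: plate controls were DMSO with enzyme for no effect and no enzyme buffer wells for full effect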
SENP8 block-2 = SENP8 protease inhibition | inhibition, % at 10 µM | purified SENP8, Z-RLRGG-aminoluciferin cleavage, luminescence | AID 2540 | 1.2% of 330,000 active; in the data active = inhibition above about 50%
PfG6PD inh = PfG6PD (Plasmodium falciparum) enzyme inhibition; PfGluPho enzyme, NADPH resazurin-diaphorase fluorescence; inhibition, % at 20 µM; 0.78% of 350,000 active;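 active = inhibition reaching at least a set limit at 20 µM in the primary screen, cut at about 59% in these data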;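 also: 0% = DMSO wells with substrate and 100% = DMSO wells lacking glucose-6-phosphate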
HKDC1 inhibitor = HKDC1 (human) hexokinase inhibition | recombinant HKDC1, G6PDH/diaphorase resazurin coupled fluorescence | inhibition, % at 20 µM | 0.16% of 340,000 active | AID 493160;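 active = inhibition above about 35% when tested at 20 µM, limit read from the data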;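 also: plate controls were DMSO wells with enzyme for no effect and DMSO wells lacking enzyme for full effect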
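Assay system: recombinant HKDC1 hexokinase; detection: coupled resazurin fluorescence, excitation 525 nm, emission 613 nm; benchmarks: DMSO-plus-enzyme-mix negative control, buffer-substituted positive control; compound dosing: single 20 µM dose; schedule: 90 min at room temperature in dark; also added: glucose plus 1 mM ATP as hexokinase substrates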
Starred values were filed as active, the others as inactive.

Assay codes: A = Apaf-1 inh; B = SENP8 block-1; C = SENP6 block; D = SENP1 FRET inh; E = SENP7 inh; F = SENP8 block-2; G = PfG6PD inh; H = HKDC1 inhibitor
Cc1cccc(NC(=O)c2cccc(C(=O)Nc3cccc(C)n3)c2)n1
  A: 0; B: 12; C: -10; D: 2; E: 5; F: -2; G: 8; H: -9

Cc1ccc(NC(=O)c2c(F)cccc2Cl)cc1NS(C)(=O)=O
  A: -14; B: 12; C: -7; D: 2; E: 5; F: -2; G: 5; H: -4

Cc1ccc(CCC(=O)Nc2ccc(Cl)cc2)o1
  A: 7; B: 4; C: 3; D: -9; E: 4; F: -13; G: -2; H: -3

CCOC(=O)N1CCN(C(=O)c2cnn3c(C(F)(F)F)cc(-c4cccs4)nc23)CC1
  A: 3; B: -275; C: -1; D: -50; E: 5; F: -3; G: -12; H: -4

O=C(O)C(Cc1ccccc1)N1C(=O)CCC1=O (stereo not drawn)
  A: -9; B: 5; C: 4; D: 1; E: 2; F: 0; G: -17; H: 3

Cc1onc(-c2c(F)cccc2Cl)c1C(=O)Nc1ccccc1N1CCOCC1
  A: 12; B: 10; C: 1; D: 0; E: -8; F: -3; G: -1; H: -1

COc1ccc(NC(=O)CN2CCN(S(=O)(=O)c3ccc(Cl)cc3)CC2)cc1Cl
  A: 22; B: 22; C: -9; D: 3; E: 15; F: -6; G: 13; H: -2

S=C1NCN(Cc2ccco2)CN1c1cccc2ccccc12
  A: -5; B: -31; C: -19; D: 4; E: -1; F: -7; G: -5; H: 9

COCCN(C(=O)COC(=O)c1ccco1)c1c(N)n(Cc2ccccc2)c(=O)[nH]c1=O
  A: -7; B: 4; C: 9; D: 0; E: 0; F: 6; G: 2; H: -4

C=CCNC(=O)c1onc(CSc2cccc(OCC)c2)c1C(=O)O
  A: 4; B: 12; C: 2; D: 1; E: -6; F: 1; G: -9; H: 4

CCc1c(C)sc(NC(NC(C)=O)(C(=O)OC)C(F)(F)F)c1C#N (stereo not drawn)
  A: -10; B: 6; C: -28; D: 2; E: -8; F: -7; G: 3; H: -11

Nc1cc(-c2ccc(Br)cc2)nn1S(=O)(=O)c1ccccc1
  A: 9; B: 25; C: -12; D: 3; E: 2; F: 2; G: -3; H: -4

COC(=O)[C@]1(C)N[C@H](CN(C)C(=O)Nc2ccc(Cl)cc2)[C@@H]2C(=O)N(Cc3ccccc3)C(=O)[C@@H]21
  A: 11; B: 7; C: -7; D: 0; E: -7; F: -15; G: -4; H: -4

Cc1cccc(C(=O)N2CCCC(Nc3ccc(F)c(F)c3)C2)n1 (stereo not drawn)
  A: -2; B: 15; C: -2; D: -1; E: -2; F: 1; G: 0; H: -1

Cc1ccc(C=Nc2ccccc2C(=O)Nc2ccccc2)cc1
  A: -464; B: -388; C: -3; D: 0; E: -8; F: -4; G: -6; H: 14

CCOC(=O)C(=O)N(Nc1ccccc1C)c1ccccc1C
  A: -14; B: 1; C: 16; D: -1; E: -4; F: -5; G: -1; H: 12

O=[N+]([O-])c1ccc2nc(/C=C/c3ccc(Cl)cc3)[nH]c2c1
  A: -11; B: -162; C: -2; D: 2; E: 8; F: 0; G: 62*; H: -3

CCOc1ccc(Nc2n[nH]c(=S)s2)cc1
  A: 1; B: 12; C: 17; D: 2; E: 5; F: -2; G: 26; H: 13

Cc1c(C(=O)O)cccc1-n1c(C)cc(/C=C(/C#N)C(=O)NCc2ccccc2)c1C
  A: -1; B: -119; C: -18; D: 1; E: -2; F: -7; G: -9; H: -8

O=c1cc(C(F)(F)F)nc(SCc2cccc3ccccc23)[nH]1
  A: -1; B: 7; C: 7; D: 1; E: 0; F: 3; G: -26; H: -2

C/C(=N\Nc1cccc2cccnc12)c1ccccc1O
  A: 6; B: -6; C: 82*; D: -5; E: 88*; F: 77*; G: 0; H: -7

COc1ccccc1NS(=O)(=O)c1cc(NC(=O)C(C)(C)C)ccc1N1CCOCC1
  A: -1; B: 0; C: 2; D: 1; E: 1; F: -2; G: 2; H: -2

COCCCNCCCCOc1ccc(Br)cc1Cl
  A: -1; B: 10; C: -5; D: 1; E: 0; F: -8; G: 19; H: 4

CCC1=NN(C(=O)Cc2ccc(OC)c(OC)c2)C(O)(C(F)(F)F)C1 (stereo not drawn)
  A: -3; B: 9; C: 1; D: 0; E: 2; F: -6; G: 2; H: 5

CCN(CC)S(=O)(=O)c1ccc(C(=O)N2CCN(C(=O)c3ccco3)CC2)cc1
  A: -4; B: 4; C: 15; D: 2; E: 7; F: 9; G: 3; H: -4

Part of the list above, with two lines to a compound.
The line under a structure holds: Apaf-1 inh, SENP8 block-1, SENP6 block, SENP1 FRET inh, SENP7 inh, SENP8 block-2, PfG6PD inh, HKDC1 inhibitor
Cc1ccc(NC(=O)c2c(F)cccc2Cl)cc1NS(C)(=O)=O
    -14, 12, -7, 2, 5, -2, 5, -4
Cc1ccc(CCC(=O)Nc2ccc(Cl)cc2)o1
    7, 4, 3, -9, 4, -13, -2, -3
CCOC(=O)N1CCN(C(=O)c2cnn3c(C(F)(F)F)cc(-c4cccs4)nc23)CC1
    3, -275, -1, -50, 5, -3, -12, -4
O=C(O)C(Cc1ccccc1)N1C(=O)CCC1=O (stereo not drawn)
    -9, 5, 4, 1, 2, 0, -17, 3

Next section:
Assay codes: A = Apaf-1 inh; B = SENP8 block-1; C = SENP6 block; D = SENP1 FRET inh; E = SENP7 inh; F = SENP8 block-2; G = PfG6PD inh; H = HKDC1 inhibitor
CCS(=O)(=O)Nc1ccc(-c2nnc(SCC(=O)c3ccc(NC(C)=O)c(OC)c3)o2)cc1
  A: 19; B: 10; C: -16; D: 1; E: -5; F: -2; G: -39; H: 6

COc1ccc2c(c1)C1(Nc3ccccc3-c3nc4ccccc4n31)C(=O)N2C (stereo not drawn)
  A: 23; B: -188; C: -22; D: 0; E: -10; F: -3; G: 1; H: 7

COc1ccc2cc(C(C)C(=O)N3CCC(C)CC3)ccc2c1 (stereo not drawn)
  A: 15; B: 6; C: 4; D: 0; E: 2; F: 2; G: -5; H: -4

COc1ccc(CCNC(=O)c2cc3c(F)cccc3s2)cc1OC
  A: 6; B: 15; C: -28; D: 0; E: 2; F: -9; G: 8; H: -3

O=[N+]([O-])c1ccc(Nc2nc(NC3CCCCC3)nc(N3CCCC3)n2)cc1
  A: -3; B: 6; C: -10; D: 1; E: 0; F: 5; G: 17; H: 11

CC(C)(C)C1CCC(=NNC(=O)c2ccc(Br)o2)CC1 (stereo not drawn)
  A: -2; B: 6; C: -10; D: 4; E: -4; F: -3; G: -5; H: 5

Clc1ccc(C2=Nn3c(nnc3-c3cc(-c4ccccc4)n[nH]3)SC2)cc1
  A: 19; B: 24; C: -10; D: -50; E: -3; F: 0; G: 18; H: -11

COc1ccc(/C=C/C(=O)Oc2ccc(/C=N/NC(=O)c3ccncc3)cc2)cc1
  A: 5; B: -1; C: -10; D: 2; E: 13; F: -1; G: -10; H: -5

CC1CCC/C(=N\NC(=O)COc2ccccc2Cl)C1 (stereo not drawn)
  A: -7; B: 28; C: 8; D: 2; E: -1; F: 4; G: 4; H: -1

CC1c2cc3c(cc2CCN1C(=O)c1ccc(C(F)(F)F)cc1)OCCCO3 (stereo not drawn)
  A: 14; B: -8; C: 5; D: -2; E: 7; F: -4; G: -5; H: 0

Cc1ccc(-c2nnn(CC(=O)NC3CC4CCC3C4)n2)cc1 (stereo not drawn)
  A: 1; B: 11; C: -14; D: 1; E: -1; F: -8; G: 5; H: 6

CN1CCN(c2ccc([N+](=O)[O-])cc2NC(=O)c2cccs2)CC1
  A: 9; B: 6; C: -7; D: 3; E: 5; F: 2; G: 5; H: 6

CC(=O)c1ccc(Sc2nnc(C)s2)c([N+](=O)[O-])c1
  A: 6; B: 9; C: -8; D: 2; E: -1; F: -1; G: -6; H: -10

Cc1ccc(CN(c2ccc(C(=O)Nc3cccnc3)cc2)S(C)(=O)=O)cc1
  A: -4; B: 2; C: 1; D: 1; E: -10; F: -13; G: 1; H: -6

O=C(NNC(=S)Nc1ccc(F)c(Cl)c1)C1CC1
  A: -7; B: 16; C: 14; D: 2; E: 8; F: 3; G: 5; H: -8

CC1=C(C(=O)Nc2cc(C)ccn2)C(c2cnn(C)c2)C2=C(CC(c3ccccc3)CC2=O)N1 (stereo not drawn)
  A: -1; B: -281; C: -10; D: -51; E: 1; F: -1; G: -6; H: 4

CCOCCCNC(=O)/C(C#N)=C/c1cc(OC)c(O)c([N+](=O)[O-])c1
  A: -3; B: 22; C: 1; D: 0; E: -2; F: 4; G: 13; H: 5

COC(=O)CCN(c1ccccc1)S(=O)(=O)c1cc(-c2cc(C)no2)ccc1OC
  A: 3; B: 11; C: -12; D: 0; E: -16; F: -12; G: -16; H: -3

COc1ccc(-c2nnc(SCC(=O)c3ccco3)n2-c2ccccc2)cc1
  A: 11; B: 22; C: -18; D: 1; E: -7; F: -13; G: 22; H: -2

C=CCn1c(SCc2ccccc2)nnc1-c1cccnc1
  A: -5; B: 9; C: 4; D: -13; E: 2; F: 4; G: 4; H: -3

Cn1c(=NC(=O)c2ccc(S(=O)(=O)N3CCCc4ccccc43)cc2)sc2cc(S(C)(=O)=O)ccc21
  A: 16; B: -86; C: 7; D: 4; E: 5; F: 9; G: -14; H: -7

COc1ccc(O)c(C(=O)c2cnn(C(=O)c3cccc(S(=O)(=O)N(C)C)c3)c2)c1
  A: -7; B: -85; C: -9; D: -24; E: 6; F: -1; G: 4; H: -3

O=[N+]([O-])c1cc(Br)c(Nc2ccccc2)c([N+](=O)[O-])c1
  A: 15; B: 24; C: 3; D: 1; E: 1; F: -4; G: -1; H: 24

CO/N=C/NC(=O)Cc1cn(-c2ncc(C(F)(F)F)cc2Cl)c2ccccc12
  A: 3; B: -108; C: 2; D: 1; E: -2; F: 1; G: 4; H: -1

COc1ccc(NC(=O)NCc2ccccn2)cc1
  A: -8; B: 30; C: -14; D: 1; E: 2; F: 3; G: 5; H: -4

O=C(CSc1nnc(Cc2cc(=O)[nH]c(=O)[nH]2)n1-c1ccccc1)NCC1CCCO1 (stereo not drawn)
  A: -5; B: -5; C: -8; D: 13; E: 9; F: 10; G: 8; H: -2

CCCCC(O)(CCCC)C(=O)NN(C(=O)OC)c1ccc(C)cc1
  A: -9; B: 22; C: -7; D: 4; E: 0; F: -4; G: 6; H: -5

CCOc1ccc(N(CC)S(=O)(=O)c2ccc3c(c2)oc(=O)n3C)cc1
  A: 13; B: 8; C: -4; D: 1; E: -11; F: -2; G: -23; H: -3

O=C(C1=C(O)C(=O)N(CC2CCCO2)C1c1cccc(O)c1)c1ccco1 (stereo not drawn)
  A: 1; B: 3; C: -12; D: -1; E: 9; F: 2; G: 5; H: -4

CC(CN1C(C)CCCC1C)OC(=O)c1ccccc1Cl (stereo not drawn)
  A: -9; B: 10; C: -2; D: 0; E: -7; F: -5; G: -14; H: -1

COc1ccc(-c2nc(CS(=O)(=O)CC(=O)NCCCN3CCN(C)CC3)c(C)o2)cc1
  A: 20; B: 5; C: -13; D: -1; E: -12; F: -8; G: -2; H: -6

NNC(=O)Cn1nc2n(c1=O)-c1ccccc1SC2
  A: 0; B: 7; C: -36; D: 1; E: -4; F: -10; G: -10; H: 14

Cc1cc(=O)[nH]c(SCC(=O)Nc2ccc3c(c2)OCCO3)n1
  A: 3; B: 2; C: -11; D: 1; E: -2; F: -3; G: -11; H: 0

Cc1ccccc1-c1cccc([C@@H]2C[C@H]3CN(Cc4cccnc4)C(=O)[C@]34CCCN24)c1
  A: -5; B: -6; C: -11; D: -1; E: -11; F: -3; G: 3; H: -2

O=C(OC(C(=O)Nc1ccc(Cl)cc1C(F)(F)F)c1ccccc1)C1=COCCO1 (stereo not drawn)
  A: -5; B: 4; C: 3; D: 0; E: -5; F: -1; G: 2; H: -7

COc1ccc(C(=O)Nc2ccc3c(c2)n(C)c(=O)n3C)cc1OC
  A: -7; B: 22; C: 0; D: 2; E: 1; F: -5; G: 4; H: 0

Screening data (PubChem)
